Screens (PubChem)
aSyn tox rescue = inhibitors of alpha-synuclein toxicity in yeast; S. cerevisiae alpha-synuclein toxicity rescue, BacTiter-Glo growth, 24 h; Potency, µM (titrated, usually from 46.1 µM), for inactives: at the highest dose growth rescue (activation), usual class: activators; 94,000 compounds, 0.02% hits; AID 1347070; active = well fitted activation curve with a large enough effect; inconclusive = small, poorly fitted or top-dose-only effect; also: 0% is about no effect
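Growth restoration measured by BacTiter-Glo luminescence after 24 hr at 30 deg C; alpha-synuclein yeast, raffinose-pregrown to mid-log, were added at OD600=0.02 in galactose medium onto pinned compounds.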
Numbers without * were called inactive; [ ] = dose if it differs, or a comment. Potency is read from the fitted curve at half-maximal effect. These rows are one share of the data (hit frequency here may not be typical).

Screening O=C(C1CCN(S(=O)(=O)Cc2ccccc2)CC1)N1CCN(c2ccccc2F)CC1 returned aSyn tox rescue 12.4%.
Screening Cc1ccc(C(=O)/C=C/c2ccc3c(c2)OCCO3)c(O)c1 returned aSyn tox rescue -8.4%.
`COc1cccc(CNC(=O)CCc2c(C)c3cc4c(C)coc4cc3oc2=O)c1` gave aSyn tox rescue -1.5%.
Cc1ccc(S(=O)(=O)C2(C(=O)Nc3ccc(C)c(Cl)c3)CC2)cc1 was read as aSyn tox rescue 6.9%.
COc1ccc(OC)c(C(=O)CN2C(=O)N(c3ccc(C)cc3)S(=O)(=O)c3ccccc32)c1 was read as aSyn tox rescue -6.4%.
CCOC(=O)C1CCN(C(=O)c2ccc3c(=O)n4nc(Nc5ccccc5OC)sc4nc3c2)CC1 was read as aSyn tox rescue -3.1%.
Screening Cc1cccc(-c2nc3scc(CCNS(=O)(=O)c4ccc(F)c(C(F)(F)F)c4)n3n2)c1 returned aSyn tox rescue -1.6%.
Screening CCOc1cc(/C=N/NC(=O)C(=O)N2CCCC2)ccc1O returned aSyn tox rescue -14.2%.
For COc1ccc(C2C(C(=O)c3ccco3)=C(O)C(=O)N2c2nnc(C)s2)cc1OC (stereo unspecified) the results were aSyn tox rescue 0.3%.
COc1ccc(Cl)cc1Nc1sc(C(=O)c2ccccc2)c(N)c1C(=O)Nc1ccccc1 was read as aSyn tox rescue 4.0%.
`CCOc1ccc(N2C(=O)CNC2=S)cc1` gave aSyn tox rescue 8.2%.
`CCOC(=O)c1c(S(=O)(=O)NCC(=O)N(C)Cc2ccccc2)c(C)n(C)c1C` gave aSyn tox rescue -9.6%.
O=C(CN1CCC(C(=O)O)CC1)Nc1ccccc1Oc1ccccc1 was read as aSyn tox rescue -0.8%.
CCOC(=O)c1ccc(N2C(=O)Cc3ccccc3C2=O)cc1 was read as aSyn tox rescue -7.8%.
Screening CC(/C=C/c1ccccc1)=N\NC(=O)Cn1nc(C)cc1C returned aSyn tox rescue 20.3%.
COc1ccc(CN2C(=O)C(CC(=O)NCCc3ccccn3)CC(C(=O)N(C(C)C)C(C)C)=C2C)cc1 (stereo unspecified) was read as aSyn tox rescue 7.6%.
Screening CCc1ccc(S(=O)(=O)Nc2cccc(-c3ccc(N4CCCCC4)nn3)c2)s1 returned aSyn tox rescue 9.4%.
COc1cccc(Cn2c(=O)n(-c3cccc(Cl)c3C)c(=O)c3c4c(sc32)CN(C(C)=O)CC4)c1 was read as aSyn tox rescue 11.0%.
For O=C(NCCc1ccc(Cl)cc1)c1cccc(NC2=NC3CS(=O)(=O)CC3S2)c1 (stereo unspecified) the results were aSyn tox rescue 0.6%.
For CN(C)CCCn1c(=S)[nH]c2sc3c(c2c1=O)CCCC3 the results were aSyn tox rescue -67.3%[inhibitor].

Two compounds drawn at random from the list so far, as already listed:
COc1cccc(Cn2c(=O)n(-c3cccc(Cl)c3C)c(=O)c3c4c(sc32)CN(C(C)=O)CC4)c1 was read as aSyn tox rescue 11.0%.
For CN(C)CCCn1c(=S)[nH]c2sc3c(c2c1=O)CCCC3 the results were aSyn tox rescue -67.3%[inhibitor].

Additional records follow:
Screening COc1ccc(NC(=O)c2ccco2)cc1NC(=O)C(C)(C)Oc1ccc(Cl)cc1 returned aSyn tox rescue -2.5%.
O=C(CSc1nnc(COc2ccc(F)cc2)o1)N1CCCCC1 was read as aSyn tox rescue 6.6%.
Screening Cc1ccc(NC(=O)Cn2c(=O)n(CCc3ccccc3)c(=O)c3c4c(sc32)CCCC4)cc1C returned aSyn tox rescue 4.9%.
`Cc1ccc(O)c(-c2n[nH]c3c2C(c2ccc(F)cc2)N(Cc2ccco2)C3=O)c1` (stereo unspecified) gave aSyn tox rescue 9.4%.
Screening CCc1ccccc1NC(=O)CSc1nc(C)c(C(=O)Nc2ccccc2)c(-c2ccc(Cl)cc2)c1C#N returned aSyn tox rescue 2.3%.
Screening CC(C)Sc1ncc(Cl)c(C(=O)Nc2nc3ccc(S(C)(=O)=O)cc3s2)n1 returned aSyn tox rescue -1.9%.
Screening O=C(CNC(=O)c1cccs1)NCC(=O)OCc1ccccc1Br returned aSyn tox rescue -0.7%.
Screening C[C@H](CO)N1C[C@H](C)[C@@H](CN(C)S(C)(=O)=O)OCc2cnnn2CCCC1=O returned aSyn tox rescue 5.7%.
`Cc1ccc(N(C(=O)COc2ccccc2C)S(=O)(=O)c2ccc(Cl)cc2)cc1` gave aSyn tox rescue 2.5%.
N=C1/C(=C/c2cccn2Cc2ccc(Cl)cc2)C(=O)N=C2SC=CN12 was read as aSyn tox rescue -1.7%.
For O=C(O)Cn1nc(N2CCN(c3ccc(F)cc3)CC2)ccc1=O the results were aSyn tox rescue -4.2%.
For CCc1ccccc1N(C)C(=O)c1cn(CC(C)C)c(=O)c2cc(OC)c(OC)cc12 the results were aSyn tox rescue -5.5%.
For COc1cc(Cl)c(NC(=O)CN2C(=O)c3cccnc3Sc3ccccc32)c(OC)c1 the results were aSyn tox rescue 0.3%.
For COc1ccc(/C=C(\NC(=O)c2ccc(Cl)cc2)C(=O)NCc2cccnc2)cc1OC the results were aSyn tox rescue 7.6%.
CSc1ccc(CNCCN2CCOCC2)cc1 was read as aSyn tox rescue -7.7%.
For Cn1cc(/C=C(\C(=O)O)C(C(=O)O)=C2CCCCC2)c2ccccc21 the results were aSyn tox rescue -1.4%.
Cc1nnc(SCC(=O)NCc2cccc(F)c2)c2nn(-c3ccccc3)c(C)c12 was read as aSyn tox rescue -4.6%.
`COc1ccc(-n2nnnc2C2CCN(S(=O)(=O)c3ccc(NC(C)=O)cc3)CC2)cc1` gave aSyn tox rescue 0.7%.
Screening CCC(C)NC(=O)NCc1ccccc1F (stereo unspecified) returned aSyn tox rescue -10.2%.
O=C(Nc1cccc2cccnc12)c1ccc(-c2cccc(Cl)c2)o1 was read as aSyn tox rescue 1.6%.

For convenience, 11 of the compounds above:
Screening O=C(C1CCN(S(=O)(=O)Cc2ccccc2)CC1)N1CCN(c2ccccc2F)CC1 returned aSyn tox rescue 12.4%.
Screening Cc1ccc(C(=O)/C=C/c2ccc3c(c2)OCCO3)c(O)c1 returned aSyn tox rescue -8.4%.
`COc1cccc(CNC(=O)CCc2c(C)c3cc4c(C)coc4cc3oc2=O)c1` gave aSyn tox rescue -1.5%.
Cc1ccc(S(=O)(=O)C2(C(=O)Nc3ccc(C)c(Cl)c3)CC2)cc1 was read as aSyn tox rescue 6.9%.
COc1ccc(OC)c(C(=O)CN2C(=O)N(c3ccc(C)cc3)S(=O)(=O)c3ccccc32)c1 was read as aSyn tox rescue -6.4%.
CCOC(=O)C1CCN(C(=O)c2ccc3c(=O)n4nc(Nc5ccccc5OC)sc4nc3c2)CC1 was read as aSyn tox rescue -3.1%.
Screening Cc1cccc(-c2nc3scc(CCNS(=O)(=O)c4ccc(F)c(C(F)(F)F)c4)n3n2)c1 returned aSyn tox rescue -1.6%.
Screening CCOc1cc(/C=N/NC(=O)C(=O)N2CCCC2)ccc1O returned aSyn tox rescue -14.2%.
For COc1ccc(C2C(C(=O)c3ccco3)=C(O)C(=O)N2c2nnc(C)s2)cc1OC (stereo unspecified) the results were aSyn tox rescue 0.3%.
COc1ccc(Cl)cc1Nc1sc(C(=O)c2ccccc2)c(N)c1C(=O)Nc1ccccc1 was read as aSyn tox rescue 4.0%.
`CCOc1ccc(N2C(=O)CNC2=S)cc1` gave aSyn tox rescue 8.2%.

Remaining list, next part:
`COc1ccc(S(=O)(=O)N2CCN(C(=O)C3CCCCC3)CC2)cc1` gave aSyn tox rescue -3.8%.
O=c1[nH]c(=O)n2ncnc2[nH]1 was read as aSyn tox rescue -5.4%.
Screening CCN(CC)C(=O)c1sc2c(c1C)c(=O)n(Cc1ccccc1)c(=O)n2Cc1c(C)cc(C)cc1C returned aSyn tox rescue 1.5%.
For Cc1nc(NN)nc(NCc2ccccc2)n1 the results were aSyn tox rescue -4.5%.
Screening O=C(COC(=O)c1cc(S(=O)(=O)N2CCCCC2)ccc1N1CCOCC1)c1ccc(Cl)cc1 returned aSyn tox rescue 14.2%.
`CCSCCCn1[nH]c2ccccc2c1=O` gave aSyn tox rescue 0.9%.
`CC(C)CN(CCCNC(=O)c1cc(-c2cccs2)nc2ccccc12)CC(C)C` gave aSyn tox rescue 5.7%.
Screening COc1cccc(N2CCN(C(=O)CCCn3c(=O)[nH]c4ccc(Br)cc4c3=O)CC2)c1 returned aSyn tox rescue 6.0%.
For COc1ccccc1CNC(=O)CCc1c(C)nc2cc(-c3ccc(Cl)cc3)nn2c1C the results were aSyn tox rescue -7.4%.
`COc1ccc(-c2ccc(CCC(=O)O)n2-c2ccc(Cl)cc2C)cc1` gave aSyn tox rescue -74.2%[inhibitor].
COc1ccc(C)cc1NC(=O)C(c1ccccc1)N1CCN(CC(=O)N2CCCC2)CC1 (stereo unspecified) was read as aSyn tox rescue -2.9%.
For COCC(=O)Nc1ccc(S(=O)(=O)Nc2onc(C)c2C)cc1 the results were aSyn tox rescue 2.0%.
For CC(=O)Nc1cccc(NC(=O)COc2ccc3c(c2)OCO3)c1 the results were aSyn tox rescue -11.5%.
COc1ccccc1C(=O)Nc1ccc(-c2nc3ccccc3s2)c(C)c1 was read as aSyn tox rescue -7.0%.
Screening CC(C)CN(CCNC(=O)CCN1N=C(c2ccccc2)CCC1=O)CC(C)C returned aSyn tox rescue 5.6%.
Screening COc1ccc(/C=C/C(=O)N(CC(C)C)C2CCS(=O)(=O)C2)cc1 (stereo unspecified) returned aSyn tox rescue 2.7%.
CCN(CC)CCCNC(=O)CSc1nc(-c2ccc(OC)cc2)cc(C(F)(F)F)n1 was read as aSyn tox rescue -6.6%.
For COc1ccc(OC)c(NC(=O)C2Cc3ccccc3CN2S(=O)(=O)c2ccc(F)cc2)c1 (stereo unspecified) the results were aSyn tox rescue inconclusive.
For CCOc1ccc(-n2cc(-c3ccccc3)c3c(NCc4ccc(F)cc4)ncnc32)cc1 the results were aSyn tox rescue 3.8%.
For COc1ccc(-n2nc3cc(C)c(NC(C)=O)cc3n2)cc1 the results were aSyn tox rescue -46.7%[inhibitor].
`Cn1c(=O)c2ncn(CC(=O)O)c2n(C)c1=O` gave aSyn tox rescue 8.9%.
`Cc1cc(=O)n2cccc(O)c2n1` gave aSyn tox rescue -22.8%.
For Cc1ccc(C2C=C(c3ccc(Cl)cc3)Nc3nc(NS(=O)(=O)c4ccccc4)nn32)cc1 (stereo unspecified) the results were aSyn tox rescue 0.4%.
COC(=O)c1scc(-c2ccc(C)cc2)c1S(=O)(=O)Nc1cccc(C(F)(F)F)c1 was read as aSyn tox rescue 1.3%.
`COc1ccccc1CNC(=O)N/C=C/c1ccc(Cl)cc1` gave aSyn tox rescue -1.2%.
CCC(C)NC(=O)CCCc1nnc2n(CC(C)C)c(=O)c3sccc3n12 (stereo unspecified) was read as aSyn tox rescue -1.5%.
`CCn1cc(C(=O)N2CCN(c3ccccc3)CC2)c(=O)c2cc(S(=O)(=O)N(C)C3CCCCC3)ccc21` gave aSyn tox rescue 0.8%.
Cc1ccc2scc(N3CCCC(C)C3)c(=O)c2c1 (stereo unspecified) was read as aSyn tox rescue 3.7%.
`CCC(=O)Nc1ccccc1-c1nc2ccccc2n(CC(=O)c2ccc(C)c(C)c2)c1=O` gave aSyn tox rescue 4.6%.
`COc1ccccc1NC(=O)CCn1nc(-c2ccccc2OC)c2c(C)cc(C)nc21` gave aSyn tox rescue 2.9%.
For Cc1cc(=O)n2c(C(=O)Nc3ccc(C)c(Cl)c3)c(C(=O)Nc3ccccc3)sc2n1 the results were aSyn tox rescue 6.5%.
For Cc1ccc(CNC(=O)CCc2ccc(S(=O)(=O)NCC(C)C)cc2)cc1 the results were aSyn tox rescue -9.3%.
Cc1cc2oc(=O)cc(CSc3nnc(-c4cccs4)o3)c2cc1C(C)C was read as aSyn tox rescue 5.0%.
`Cc1nn2c(=O)cc(COC(=O)c3ccc(NC(=O)C4CCCCC4)cc3)nc2s1` gave aSyn tox rescue -10.3%.
For O=S(=O)(Nc1ccc(OC(F)(F)F)cc1)c1ccc(N2CCCCS2(=O)=O)cc1 the results were aSyn tox rescue -9.7%.
`CC(=O)c1cccc(NC(=O)C2CCCN(C(=O)c3cnn(-c4ccccc4)c3-n3cccc3)C2)c1` (stereo unspecified) gave aSyn tox rescue 1.8%.
Screening N#Cc1ccc(OCc2ccc(C(=O)O)o2)cc1 returned aSyn tox rescue 5.6%.
CN(C(=O)c1ccccc1)C(=O)c1ccccc1 was read as aSyn tox rescue 6.0%.
`O=c1c2ccc(Cl)cc2nc2n1CC/C2=C\c1cccc(O)c1` gave aSyn tox rescue 3.5%.
For COc1cccc(-c2ccc(NC(=O)C3CCCN(Cc4ccccn4)C3)cc2)c1 (stereo unspecified) the results were aSyn tox rescue 0.0%.
COc1ccc(-n2c(SCC(=O)Nc3cccc(S(N)(=O)=O)c3)nc3ccccc3c2=O)cc1OC was read as aSyn tox rescue 6.2%.
For Cc1ccc(C(=O)N2NC(c3ccccc3F)C3C(=O)N(c4cccc(C)c4)C(=O)C32)cc1 (stereo unspecified) the results were aSyn tox rescue 2.7%.
For CC1CCCC(NC(=O)CCN2C(=O)COc3ccccc32)C1C (stereo unspecified) the results were aSyn tox rescue -4.6%.
Screening Cc1ccccc1NC(=S)NCc1ccc2c(c1)cc(C)n2C returned aSyn tox rescue 2.5%.
Cc1ccc(C2=Nc3ccccc3N(CC(=O)Nc3ccccc3C)C(=O)C2)cc1C was read as aSyn tox rescue -12.6%.
Screening COC(=O)c1cccc(CN2C(=O)SC(Nc3ccc(Br)cc3)C2=O)c1 (stereo unspecified) returned aSyn tox rescue inconclusive.
COc1ccc(CCNC(=O)C(=O)NCC(c2cccs2)S(=O)(=O)c2ccc(F)cc2)cc1 (stereo unspecified) was read as aSyn tox rescue 1.6%.
For O=C(Cn1c2c(c(-c3ccccc3Cl)cc1=O)CCC2)NCCCN1CCOCC1 the results were aSyn tox rescue 1.5%.
O=C(Cn1c(-c2ccccc2Cl)nc2ccccc21)Nc1cccc(Cl)c1 was read as aSyn tox rescue -7.2%.
`CC(=O)c1ccc(NC(=O)CN(C)S(=O)(=O)c2cc3c(cc2C)NC(=O)CO3)cc1` gave aSyn tox rescue 4.9%.
